OX1R antag-1 = antagonists of human orexin 1 receptor (OX1R) | O43613 | OX1R-expressing cells, FRET antagonist read-out | inhibition, % at 6.6 µM | hit rate 1.8% among 330,000 | AID 485270; in the data active = inhibition mostly above about 38%, no sharp cut-off; inactive = mostly below about 40%;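 note: 0% = agonist challenge alone and 100% = reference antagonist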
Target sequence (O43613 whole entry, looked up): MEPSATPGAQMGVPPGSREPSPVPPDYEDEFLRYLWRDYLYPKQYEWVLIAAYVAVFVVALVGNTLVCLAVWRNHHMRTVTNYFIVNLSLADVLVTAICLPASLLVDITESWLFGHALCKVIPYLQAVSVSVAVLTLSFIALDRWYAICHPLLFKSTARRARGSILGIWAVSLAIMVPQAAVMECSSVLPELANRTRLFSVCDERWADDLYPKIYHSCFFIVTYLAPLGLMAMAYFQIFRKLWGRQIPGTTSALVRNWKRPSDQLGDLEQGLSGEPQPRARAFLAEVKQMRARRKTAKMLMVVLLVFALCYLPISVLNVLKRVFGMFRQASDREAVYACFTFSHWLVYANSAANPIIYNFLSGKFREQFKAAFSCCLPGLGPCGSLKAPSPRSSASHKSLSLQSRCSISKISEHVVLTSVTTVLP
OX1R antag-2 = blocks the human orexin 1 receptor | AID 434989 | CHO/OX1R cells, Fluo-8 calcium fluorescence, orexin A | inhibition, % at 5 µM | hit rate 0.43% among 330,000 | O43613;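 active = inhibition above its plate's threshold, mean inhibition of all tested compounds on the plate plus 3 SD, cut at about 37% in these data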;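 note: 0% = orexin A challenge wells and 100% = SB-334867-A antagonist wells; not every result past the cut was called active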
An asterisk follows results filed as active.

#1 CCN1c2ccccc2-c2nc3ccccc3n2C1c1ccco1 (stereo unspecified)
#2 COc1ccc(/C=C(/NC(=O)c2cccc([N+](=O)[O-])c2)C(=O)O)cc1OC
#3 COc1ccc(CCNC(=O)[C@@H](NC(=O)N2CCn3c2nc2ccccc23)C(C)C)cc1OC
#4 CCCCc1cc(=O)oc2cc(C)cc(OCC(=O)NCc3ccncc3)c12
#5 COc1ccc(-c2cc(-c3n[nH]c(=S)n3-c3ccccc3Cl)[nH]n2)cc1
#6 CC(=O)C1=C(O)C(=O)N(c2ccc(O)cc2)C1c1ccc([N+](=O)[O-])cc1 (stereo unspecified)
#7 COc1ccc2[nH]c(=O)c(CN(Cc3cccs3)S(=O)(=O)c3cccc4nsnc34)cc2c1
#8 O=C(O)CCC(=O)NCC1OCCc2ccccc21 (stereo unspecified)

assay / compound	1	2	3	4	5	6	7	8
OX1R antag-1	19	54	18	18	6	12	13	21
OX1R antag-2	-43	8	-13	-14	-5	-22	-23	5

#9 CC1(C)Cc2c(sc(/N=C/N3CCCC3)c2C#N)C(C)(C)N1
#10 C/C(N)=C(/C#N)C(=O)COC(=O)C1=NN(c2ccccc2)C(=O)CC1
#11 O=C(NCCCn1ccnc1)c1ccc(Br)cc1
#12 CC1CC(=O)N(c2ccc(N(C)Cc3ccccc3)c([N+](=O)[O-])c2)C1=O (stereo unspecified)
#13 CCc1ccc(CNC(=O)c2cc3c(C)nc4ccccc4c3o2)cc1
#14 COc1ccccc1N1C(=O)CC(Sc2nc(C)cc(C)n2)C1=O (stereo unspecified)
#15 CC(C)Cc1nnc(NC(=O)CCC(=O)N2CCN(c3ccc(Cl)cc3)CC2)s1
#16 Cc1ccc(CC(=O)Nc2cccc(C#N)c2)cc1

assay / compound	9	10	11	12	13	14	15	16
OX1R antag-1	18	16	1	10	79*	3	13	11
OX1R antag-2	-19	-3	-6	-19	-7	1	-28	-5

#17 Cc1sc(/N=C/c2c(O)ccc3ccccc23)c(C#N)c1C
#18 Cc1nn(Cc2ccc(Cl)cc2Cl)c(Cl)c1/C=N/NC(=O)CNc1cccc(C(F)(F)F)c1
#19 Cc1csc(NC(=O)[C@@H]2CCCN2C(=O)c2cccs2)n1
#20 O=S(=O)(Nc1nc2c(s1)CCCC2)c1ccc2ccccc2c1
#21 Cc1ccc(-c2cc(C(F)(F)F)n3nc(C(=O)N4CCN5CCCC5C4)cc3n2)cc1 (stereo unspecified)
#22 COc1ccc2c(c1)cc1c(=O)n(CC(=O)NCCCOC(C)C)nc(C)n12
#23 CCn1cc([N+](=O)[O-])c(C(=O)N2N=C(c3cccc4ccccc34)CC2c2ccccc2O)n1 (stereo unspecified)
#24 COc1ccc(C(C(=O)NC2CCCC2)N(Cc2cccs2)C(=O)c2ccn[nH]2)cc1OC (stereo unspecified)

assay / compound	17	18	19	20	21	22	23	24
OX1R antag-1	7	0	2	16	9	14	30	23
OX1R antag-2	-9	-1	-3	-23	-39	-17	20	-20

The closing 4 compounds of the section above lead into the next.
#21 Cc1ccc(-c2cc(C(F)(F)F)n3nc(C(=O)N4CCN5CCCC5C4)cc3n2)cc1 (stereo unspecified)
#22 COc1ccc2c(c1)cc1c(=O)n(CC(=O)NCCCOC(C)C)nc(C)n12
#23 CCn1cc([N+](=O)[O-])c(C(=O)N2N=C(c3cccc4ccccc34)CC2c2ccccc2O)n1 (stereo unspecified)
#24 COc1ccc(C(C(=O)NC2CCCC2)N(Cc2cccs2)C(=O)c2ccn[nH]2)cc1OC (stereo unspecified)
#25 CCCN1CCN(CCCNC(=O)c2ccc3nc(N4CCCCC4)sc3c2)CC1
#26 Cc1cc(C)nc(SCC(=O)N/N=C/c2cc(C)n(-c3ccccc3C)c2C)n1
#27 COCCn1cnc2c(c1=O)c1nc3ccccc3nc1n2/N=C/c1cccc(OC)c1
#28 CC1(C)C(C=C(Cl)Cl)C1C(=O)Nc1ccc(S(=O)(=O)Nc2ncccn2)cc1 (stereo unspecified)
#29 COC(=O)c1cccc(NC(=O)CSc2nnnn2C)c1
#30 Cn1c(=O)c2c(ncn2CC(=O)OCCCC(=O)c2ccc(Br)cc2)n(C)c1=O
#31 CCN(CC)S(=O)(=O)c1ccc(Cl)c(OC)c1
#32 CC(=O)Nc1nc2nc(-c3ccccc3)cc(-c3ccccc3)n2n1

assay / compound	21	22	23	24	25	26	27	28	29	30	31	32
OX1R antag-1	9	14	30	23	7	21	21	6	14	18	7	28
OX1R antag-2	-39	-17	20	-20	-22	-40	-20	-1	-18	38	-1	-30

Part of the list above, bar-delimited.
entry | Structure | OX1R antag-1 | OX1R antag-2
31 | CCN(CC)S(=O)(=O)c1ccc(Cl)c(OC)c1 | 7 | -1
32 | CC(=O)Nc1nc2nc(-c3ccccc3)cc(-c3ccccc3)n2n1 | 28 | -30

Remaining list, next part.
#33 O=C(O/N=C1/CCCc2occc21)c1ccc(Cl)cc1Cl
#34 COc1cc(-c2cc(N)n(S(=O)(=O)c3ccc(F)cc3)n2)cc(OC)c1OC
#35 COc1ccc2cc(C(C)=O)c(=O)oc2c1
#36 O=C(CN1C(=O)NC2(CCCCC2)C1=O)Nc1ccc(Cl)cc1
#37 CC(C)C[C@H](NC(=O)OC(C)(C)C)C(=O)N/N=C/C1=Cc2ccccc2OC1C (stereo partly specified)
#38 Cc1ccccc1C(=O)N1N=C(c2ccc(NS(C)(=O)=O)cc2)CC1c1cccs1 (stereo unspecified)
#39 C#CCn1c(=NC(=O)c2cccs2)sc2cccc(OCC)c21
#40 N#Cc1ncccc1CCc1cccc(Cl)c1

assay / compound	33	34	35	36	37	38	39	40
OX1R antag-1	8	-1	21	9	-8	6	8	9
OX1R antag-2	-28	-34	1	-11	-25	-23	-18	-14

#41 O=C(NN=C1C2CC3CC1CC(Cl)(C3)C2)c1ccccn1
#42 O=C(O)C1CCN(S(=O)(=O)c2cccc3nsnc23)CC1
#43 Cn1c(SCC(=O)NC(=O)c2cccc([N+](=O)[O-])c2)nnc1-c1ccc(F)cc1
#44 CCOc1c2ccc(C(=O)NC3CCCc4ccccc43)cc2nn1CC (stereo unspecified)
#45 CCN1C(=O)/C(=C\c2ccc3c(c2)OCO3)C(C(=O)OC)=C1C
#46 Cc1cc(Cl)ccc1NC(=S)NCC(C)C
#47 O=C(CCNC(=O)c1ccc([N+](=O)[O-])cc1)Nc1ccc(F)cc1
#48 CCc1ccccc1NC(=O)c1cc(-c2ccco2)on1

assay / compound	41	42	43	44	45	46	47	48
OX1R antag-1	17	33	35	12	16	10	31	17
OX1R antag-2	-7	-10	-10	-5	-17	-9	-13	-19

#49 CCCc1ncc(C(O)c2cccc(OC)c2)n1C (stereo unspecified)
#50 Cc1nn2c(N3CCOCC3)c3c(nc2c1-c1ccccc1)CCCC3
#51 Cc1nn(-c2ccc(F)cc2)c(Cl)c1/C=C/C(=O)OCC(=O)Nc1c(F)c(F)c(F)c(F)c1F
#52 Cc1c(C)c2ccc(OCC(=O)N3CC[C@@]4(O)CCCC[C@H]4C3)cc2oc1=O
#53 O=C(O)/C(=C\C(=O)c1ccccc1)Nc1ccccc1
#54 CC1=C(C(=O)OCc2ccc3c(c2)OCO3)C(c2cccc([N+](=O)[O-])c2)NC(=O)N1 (stereo unspecified)
#55 O=C(c1ccc(Cl)cc1)c1c[nH]c(C(=O)C(Cl)(Cl)Cl)c1
#56 O=C(CN1C(=O)C2C3C=CC(C3)C2C1=O)NCCC1=CCCCC1 (stereo unspecified)

assay / compound	49	50	51	52	53	54	55	56
OX1R antag-1	14	-3	2	14	17	12	0	16
OX1R antag-2	-11	-9	-29	-18	-18	25	-5	-1

#57 COc1ccc(OC)c(C2=Nn3c(nnc3-c3ccncc3)SC2)c1
#58 COc1ccc(NC(=O)CN(C)C(=O)c2ccc(N3CCCCCC3)c([N+](=O)[O-])c2)cc1
#59 Cc1[nH]nc(SCC(=O)NC(C)c2ccccc2)c1[N+](=O)[O-] (stereo unspecified)
#60 CCC(C)(C(=O)NC1CCCCC1)N(C(=O)C1CCC(=O)N1)c1ccccc1 (stereo unspecified)
#61 CCc1ccc(NC(=O)C(=O)NCC2CCCN2S(=O)(=O)c2ccccc2)cc1 (stereo unspecified)
#62 Cc1ccc(/C=C2/Sc3ccc(C(=O)NCc4ccccn4)cc3NC2=O)cc1
#63 N#CCCN1CCN(S(=O)(=O)c2ccc(S(=O)(=O)N3CCOCC3)cc2)CC1
#64 COc1ccc(C(C)NC(=O)CCc2ccccc2)cc1 (stereo unspecified)

assay / compound	57	58	59	60	61	62	63	64
OX1R antag-1	18	14	25	16	14	5	12	7
OX1R antag-2	-14	-15	-22	-10	-32	-11	6	-2

#65 COc1ccccc1CN1C(=O)C(=O)N(Cc2cccc(C)c2)C1=O
#66 COc1ccccc1C1NC(c2ccccc2OC)C(C)C(=O)C1C (stereo unspecified)
#67 Cc1ccc(O)c(C(=O)c2cnc3onc(-c4ccc(F)cc4)c3c2)c1
#68 O=C(CSc1ccccn1)NC1CCCC1
#69 COCCNC(=O)C(OC(=O)c1ccco1)c1ccccc1F (stereo unspecified)
#70 CCOc1ccc(C(C)=O)cc1N1C(=O)C2C3C=CC(C3)C2C1=O (stereo unspecified)
#71 Cc1cc(C)cc(C(=O)Nc2ccc(NC(=O)c3cccs3)cc2)c1
#72 Cn1c(=O)oc2cc(S(=O)(=O)Nc3ccc(F)cc3)ccc21

assay / compound	65	66	67	68	69	70	71	72
OX1R antag-1	6	19	10	7	40	4	34	-6
OX1R antag-2	-17	-30	-34	-16	4	-14	-5	-1

#73 Cc1nc2cc(N3CCCCC3)c(NC(=O)c3ccncc3)cc2c(=O)n1Cc1ccc(Cl)cc1
#74 Cc1ccc(CN2CCC(n3nccc3NC(=O)CCCc3ccccc3)CC2)o1
#75 Cc1cc(OCC(=O)N(C)Cc2ccccc2)cc(C)c1Cl
#76 CCOC(=O)Cn1nc(C)n(-c2ccc(Br)cc2)c1=O
#77 C=CCn1c(SCC(=O)Nc2ccc(NC(=O)c3ccco3)c(OC)c2)nnc1-c1ccncc1
#78 O=S1OCCN1c1ccccc1 (stereo unspecified)
#79 COc1ccccc1N1CCN(C(=O)CSc2nnc3c4ccccc4nc(Cc4ccccc4)n23)CC1
#80 CC(C)(C)c1nc(SCC(=O)Nc2ccc3c(c2)OCCO3)c2ccccc2n1

assay / compound	73	74	75	76	77	78	79	80
OX1R antag-1	17	14	41	-2	13	-2	5	13
OX1R antag-2	-35	-33	-9	0	-28	-7	-15	-28

#81 CC1=C/C(=N\NC(=O)c2ccc(O)cc2)CC1
#82 CC(C)OCCCNc1ncc2c(n1)CC(c1ccccc1)CC2=O (stereo unspecified)
#83 Cc1cccc(CN(CC(=O)N/N=C/c2ccco2)S(=O)(=O)c2ccc(Cl)cc2)c1
#84 COc1ccc(NC(C)=O)cc1NC(=O)c1ccc2ccccc2c1
#85 O=C1C=C(c2ccc(C(=O)O)cc2)C[C@@H](c2ccc(F)cc2)C1
#86 COc1cc(OC)c(OC)cc1CN1CCN(Cc2cccc(F)c2)CC1
#87 O=C1CCN(C(=S)NCc2ccccc2)CC1
#88 Cn1c(=O)c(Sc2ccccc2)c(O)c2ccccc21

assay / compound	81	82	83	84	85	86	87	88
OX1R antag-1	4	21	8	27	27	2	3	-5
OX1R antag-2	-8	-20	-11	-30	-1	-10	1	-1

Grouped by structure, the compounds so far containing a COOH group.
#2 COc1ccc(/C=C(/NC(=O)c2cccc([N+](=O)[O-])c2)C(=O)O)cc1OC
#8 O=C(O)CCC(=O)NCC1OCCc2ccccc21 (stereo unspecified)
#42 O=C(O)C1CCN(S(=O)(=O)c2cccc3nsnc23)CC1
#53 O=C(O)/C(=C\C(=O)c1ccccc1)Nc1ccccc1
#85 O=C1C=C(c2ccc(C(=O)O)cc2)C[C@@H](c2ccc(F)cc2)C1

assay / compound	2	8	42	53	85
OX1R antag-1	54	21	33	17	27
OX1R antag-2	8	5	-10	-18	-1

The results go on:
#89 CCCCn1c(N)c(N(CC(C)C)C(=O)c2oc3ccc(Br)cc3c2C)c(=O)[nH]c1=O
#90 O=C(CCC(=O)N1CCN(S(=O)(=O)c2ccc3ccccc3c2)CC1)NCC(F)(F)F
#91 Cc1c(CN2CCN(c3cccc(C(F)(F)F)c3)CC2)c(=O)n(-c2ccccc2)n1C
#92 O=C(NC1CCCCCC1)c1cccc(S(=O)(=O)N2CCOCC2)c1
#93 Cc1ccc(C)c(N(CC(=O)NC2CCCC2)C(=O)c2oc(C(C)(C)C)cc2C)c1
#94 COc1ccc(N(CC(=O)Nc2ccccc2C(=O)NCc2ccco2)S(C)(=O)=O)cc1
#95 O=C(Nc1ccccc1Cl)N1CCN(c2ccccn2)CC1
#96 CC(=O)NCC(=O)NNC1CC(=O)N(c2cccc(Cl)c2)C1=O (stereo unspecified)
#97 O=C(CN1CCN(S(=O)(=O)c2ccc(F)cc2)CC1)Nc1cc(C(F)(F)F)ccc1Cl

assay / compound	89	90	91	92	93	94	95	96	97
OX1R antag-1	9	11	29	12	63*	9	12	1	5
OX1R antag-2	-13	-6	-10	-2	95*	-9	9	1	-14

Assay outcomes as filed in PubChem BioAssay.
